Assay outcomes (PubChem)
AMA1-RON2 inh – disrupts binding of P. falciparum AMA1 to RON2; AlphaScreen AMA1-biotinylated RON2 peptide binding; Potency, µM (top dose mostly 58.2 µM), for the others: at the top dose activity change, negative = inhibition, hits mostly inhibitors; actives 0.2% (n = 360,000); AID 720542;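 further: potency means the concentration at half of the fitted maximal effect; 0% = vehicle wells and -100% = peptide control; nearly all actives have a fitted effect of over 45% in size; some results filed as inactive show a strong effect at the top dose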
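AMA1 (3D7) with his tag at 25 nM final met compounds first, then biotinylated RON2 peptide at 25 nM; detection used donor plus acceptor beads, 10 µg/mL apiece, read by AlphaScreen after 30 min at room temperature.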
Sm TGR block – blocks Schistosoma mansoni thioredoxin glutathione reductase. Q962Y6. purified TGR, DTNB reduction, TNB absorbance 405 nm. Potency, µM (series often up to 114 µM), inactives show at the top dose activity change, negative = inhibition, actives largely listed as inhibitors. actives 3% (n = 360,000); further: potency means the concentration at half of the fitted maximal effect; nearly all actives have a fitted effect of over 60% in size
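Kinetic colorimetric format: TGR-catalysed, NADPH-driven DTNB reduction monitored via TNB absorbance. Enzyme dispensed at 20 nM; compound exposure 15 min at room temperature before reaction start.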
FBPA Giardia inh – Giardia lamblia aldolase inhibition; Potency, µM (highest dose often 59.6 µM), inactives show top-dose activity, negative = inhibition, hits mostly inhibitors; purified Giardia FBPA; actives 0.71% (n = 290,000); A8B2U2; further: potency means the concentration at half of the fitted maximal effect; nearly all actives have a fitted effect of over 55% in size
Target sequence (A8B2U2 whole entry, looked up): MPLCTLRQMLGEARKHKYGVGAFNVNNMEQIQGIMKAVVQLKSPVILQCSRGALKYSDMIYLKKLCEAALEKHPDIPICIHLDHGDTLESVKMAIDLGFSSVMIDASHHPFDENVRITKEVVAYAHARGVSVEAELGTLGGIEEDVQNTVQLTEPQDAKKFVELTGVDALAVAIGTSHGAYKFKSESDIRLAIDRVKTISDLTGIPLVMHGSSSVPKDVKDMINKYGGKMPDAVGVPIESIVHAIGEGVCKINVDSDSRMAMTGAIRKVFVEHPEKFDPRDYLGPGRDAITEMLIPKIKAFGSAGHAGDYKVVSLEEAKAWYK
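Giardia FBPA (40 nM reagent) was preincubated 10 min at RT with compound (up to 57.5 uM final), then substrate plus GAPDH/TPI/NAD/arsenate coupling system with diaphorase/resazurin was added; resorufin fluorescence (525/598 nm) was read after 20 min.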
HCMV antiviral – human cytomegalovirus inhibition; HFF cells, HCMV-luciferase reporter, 72 h; stronger effect = lower value; activity change, negative = inhibition, % at 57.5 µM; actives 4.5% (n = 410,000); in the data active means activity change below about -60%; inconclusive means no clear call, values can overlap the other calls; inactive means above about -39%
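Steps: HFFs plated, 16 h 37C; compounds added; HCMV-luciferase added to MOI 1 PFU/cell; 72 h 37C; OneGlo reagent, 5 min room temperature; luminescence read, normalized to controls.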
AmpC inh no detg – blocks E. coli AmpC beta-lactamase in detergent-free assay | AmpC nitrocefin hydrolysis, absorbance 480 nm, 0.0001% Triton | Potency, µM (top dose mostly 57.1 µM), for inactives: at the highest dose activity change, negative = inhibition, actives largely listed as inhibitors | actives 0.52% (n = 330,000) | AID 485341;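 further: potency means the concentration at half of the fitted maximal effect; plate controls were no compound for no effect and no enzyme for full effect; nearly all actives have a fitted effect of over 20% in size; some results filed as inactive show a strong effect at the top dose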
Target sequence (P00811 whole entry, looked up): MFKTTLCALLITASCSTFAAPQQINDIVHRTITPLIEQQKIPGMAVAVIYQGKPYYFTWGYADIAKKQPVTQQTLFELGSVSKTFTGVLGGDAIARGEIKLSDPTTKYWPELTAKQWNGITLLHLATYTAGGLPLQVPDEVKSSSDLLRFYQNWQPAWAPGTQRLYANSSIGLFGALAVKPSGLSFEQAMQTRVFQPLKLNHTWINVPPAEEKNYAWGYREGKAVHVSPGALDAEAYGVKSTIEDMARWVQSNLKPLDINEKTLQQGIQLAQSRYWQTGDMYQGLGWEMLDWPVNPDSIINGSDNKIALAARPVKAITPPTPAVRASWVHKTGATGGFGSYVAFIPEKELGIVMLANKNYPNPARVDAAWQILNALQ
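20 mM phosphate pH 7.0 + 0.01% (detergent screen) or 0.0001% Triton X-100; 5.3 nM AmpC reagent; cpd preinc 15 min RT; nitrocefin (800 uM stock) to start; A480 q20 s × 4 min; Activity was normalised to no-enzyme and no-compound control wells.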
AmpC inh detg – AmpC beta-lactamase inhibition with detergent present; P00811; AmpC hydrolysis of nitrocefin, absorbance 480 nm, 0.01% Triton; Potency, µM (top dose mostly 114 µM), without a hit: at the highest dose activity change, negative = inhibition, most hits filed as inhibitors; actives 0.041% (n = 370,000); AID 485294;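 further: potency means the concentration at half of the fitted maximal effect; 0% = no-compound wells and -100% = no-enzyme wells; nearly all actives have a fitted effect of over 25% in size; some results filed as inactive show a strong effect at the top dose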
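20 mM phosphate pH 7.0 + 0.01% (detergent screen) or 0.0001% Triton X-100; 5.3 nM AmpC reagent; cpd preinc 15 min RT; nitrocefin (800 uM stock) to start; A480 q20 s × 4 min; Activity was normalised to no-enzyme and no-compound control wells.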
The depositor's hits bear a star; ? = inconclusive; · = no result given; & = joins results of further samples; [ ] = another dose, or the depositor's remark. Unless noted, the call rests on the fitted dose curve; in most records, active means well fitted curve in the direction sought with a large enough effect; inconclusive means small, poorly fitted or top-dose-only effect, or another doubt; inactive means no such curve, though single readings can be large; an effect the other way counts as inactive or inconclusive. Unless noted, on the % scale 0 is the no-effect control and ±100 the full control effect.

Each structure is followed by: AMA1-RON2 inh | Sm TGR block | FBPA Giardia inh | HCMV antiviral | AmpC inh no detg | AmpC inh detg
COc1cccc2cc(C(=O)NCCc3c(C)[nH]c4ccc(Br)cc34)c(=O)oc12
    · | -14% | · | -12 | · | -15%
Cc1cccc(OCc2ccc(C(=O)Nc3ccc(F)cc3)cc2)c1
    3% | 0% | 7% | -27 | -52% | ?
CCOC(=O)N1CCC(Nc2c(NCCCN(CC)Cc3ccccc3)c(=O)c2=O)CC1
    -6%&-6% | 3% | 3% | -7&25 | -18% | -10%
CNc1ccc(/C=C/C(=O)c2cccc3ccccc23)cc1[N+](=O)[O-]
    ? | 0% | -7% | ? | 28µM* | -16%
COC(=O)Nc1nnc(COc2ccccc2)s1
    10% | 3% | 4% | 4 | -14% | -3%
CCCCNC(=O)N1CCN(S(C)(=O)=O)CC1
    -1% | -1% | -5% | 11 | 9%[2.29 µM] | -7%
COc1ccc2c(c1)CC/C2=N\OC(=O)c1ccccc1OC
    0% | -4% | -14% | -30 | -3%[2.29 µM] | -3%
COc1cccc(NC(=O)CCCn2c(=O)[nH]c3ccccc3c2=O)c1
    -1% | -23% | 4% | 35 | -20% | 4%
CCNc1nc(NCC)nc(ON=C(C)C)n1
    · | -31% | · | · | -13% | 0%
COc1cccc(C2C(C#N)=C(N)N(N(C)C)C3=C2C(=O)CCC3)c1 (stereo unspecified)
    3% | 2% | -23% | 13 | -5% | 8%
CC1CC(C)(C)Nc2ccc(OC(=O)c3ccco3)cc21 (stereo unspecified)
    -6% | -32% | · | -107* | -9% | 0%
O=C(COC(=O)c1ccc([N+](=O)[O-])cc1Cl)NC(=O)c1ccccc1
    7% | 1% | · | -29 | -13% | ?
CCOC(CNC(=O)c1cc2c(=O)n(CC)c3ccccc3c2s1)OCC
    5% | 11% | -4% | -1 | 9% | -3%
C=CCn1c(CCNC(=O)c2ccccc2F)nnc1SCC(=O)Nc1nc(C)cs1
    38%[activator] | 1% | 2% | 80 | -5% | ?
CCOC(=O)C1Oc2ccccc2C(c2ccc(OC)cc2)=C1C(=O)OC (stereo unspecified)
    -3% | · | -3%[89.2 µM] | -10 | 59% | ·
O=C(CSc1nnc(-c2ccccc2Cl)o1)Nc1ccccn1
    29% | 14% | 5% | 7 | -24% | -9%
COc1cc(NC(=O)COc2ccccc2[N+](=O)[O-])ccc1NC(=O)c1cccs1
    -3% | · | -2% | ? | -8% | 0%
Cc1nnc(SCC(=O)NCCc2ccccc2)s1
    6% | · | 7% | 20 | -11% | 3%
CCC1CN(S(=O)(=O)c2cc(-c3cc(C)no3)ccc2OC)c2cc(C)ccc2O1 (stereo unspecified)
    -12% | 3%&-19% | 6% | ? | 6% | -2%&4%
COc1ccc(-c2nc(C)c(CCNS(=O)(=O)c3cc(C)c(C)cc3C)s2)cc1
    · | 0% | · | -23 | · | -6%
CN=c1sc2ccccc2n1CC(O)COCc1ccco1 (stereo unspecified)
    ? | -14% | 17% | -30 | · | -2%
CCCCN(CCCC)CC(O)Cn1cc(/C=C/C(=O)c2ccccc2)c2ccccc21 (stereo unspecified)
    · | 6% | · | -106* | · | 24%
COC(=O)Cn1c(=NC(=O)c2cc(OC)c(OC)c(OC)c2)sc2cc(OC)ccc21
    -11% | -4% | 8% | 5 | -48% | -8%
O=C(COC(=O)CN1C(=O)COc2ccccc21)NCc1ccc(F)cc1
    -7% | -1% | · | -17 | -3% | 0%
CCCC1=NN2C(=N)/C(=C\c3cc(C)n(-c4cccc(C)c4)c3C)C(=O)N=C2S1
    46%[activator] | -3% | 12% | 37 | -11% | -11%
COc1ccc(C(=O)N2CC(=O)Nc3ccc(C)cc3C2c2ccccc2)cc1OC (stereo unspecified)
    · | 4% | · | 18 | · | 7%
COc1ccc(OC)c(C2=Nn3c(nnc3-c3cc(C)[nH]n3)SC2)c1
    -2% | 7% | -13% | 122 | -12% | -7%
CC(C)[C@H](NC(=O)c1ccccc1)C(=O)OCC(=O)N1CCCCCC1
    -6%[11.6 µM] | -4% | 3% | 2 | -5% | ?
O=C(/C=C/c1ccc(Cl)cc1Cl)Nc1ccc(CN2CCOCC2)cc1
    -22% | -1% | 5% | -86* | 186%[activator] | ?
CSCCC(NC(=O)c1ccco1)C(=O)Nc1ccncc1 (stereo unspecified)
    -2% | 12% | -10% | · | -16% | 3%
CCOC(=O)C1CCN(C(=S)Nc2cccc(C)c2)CC1
    4% | 2% | -8% | 12 | -18% | -2%
CC1CCN(C(=O)CCC(=O)Nc2nnc(C3CCCCC3)s2)CC1
    12% | -1% | · | 0 | 15% | 5%
Oc1ccc(C=NCCc2ccccc2)cc1
    -4% | 5% | 7% | -11 | -13% | -1%
O=c1cc(-c2ccccc2F)nc(-c2ccccc2F)o1
    -1% | -15% | 2% | -27 | -11% | -2%
COC(=O)c1ccc(C(=O)OC)c(-n2c(=O)c3ccccc3c3ccccc3c2=O)c1
    -14% | -1% | 2% | 69 | -28% | 5%
CCOC(=O)c1cc(C(=O)OCC)c2cccc(C)n2c1=O
    31%[activator] | 41%[activator] | -4% | -2 | -15% | ?
CC(=O)N1CCc2c(sc3c2c(=O)n(-c2ccccc2C)c(=O)n3CC(=O)c2ccccc2)C1
    · | -3% | · | 5 | · | -2%
CN(Cc1ccccc1)C(=O)Nc1ccc2c(c1)N(C)C(=O)c1ccccc1S2
    · | 7% | · | -33 | · | 27%
Cc1ccc(C)c(N(C)C(=O)CCNC(=O)Cn2cnc3ccccc3c2=O)c1
    · | -7% | · | -7 | · | 4%
C#CCCOC(=O)Nc1ccccc1
    4% | 14% | -1% | -30 | -11% | 6%
Cc1c(C=O)c2ccccn2c1C(=O)c1ccncc1
    -6% | 0% | · | -33 | 3% | -2%
COc1cccc(N2CCN(S(=O)(=O)c3cccc4nsnc34)CC2)c1
    6% | 3% | -10% | 1 | -23% | 0%
Cc1ccc(C(C)NC(=S)NCc2ccc(F)cc2)c(C)c1 (stereo unspecified)
    19% | 11% | -10% | -15 | -1% | 1%
CCC(C)N(C(=O)COC(=O)c1ccc(=O)n(Cc2ccccc2)n1)C1CCS(=O)(=O)C1 (stereo unspecified)
    8% | -4% | · | 3 | -8% | -4%
COc1cccc(-c2ccc3nnc(SCC(=O)N4CCOCC4)n3n2)c1
    -7% | 2% | · | 19 | -9% | -8%
Cc1nn(Cc2ccc(F)cc2)c(C)c1NC(=O)c1cc2ncc(Br)cn2n1
    -28% | 1% | 1% | -20 | 17% | 0%
O=C(CC1SC(=O)N(Cc2cccc3ccccc23)C1=O)Nc1nccs1 (stereo unspecified)
    3% | 7% | -2% | ? | -22% | -2%
COc1ccccc1CNC(=O)COC(=O)c1ccc(C(=O)c2ccccc2)cc1
    4% | · | · | 16 | -13% | ·
COc1cc2cc(C(=O)N(C)C3CCS(=O)(=O)C3)[nH]c2cc1OC (stereo unspecified)
    20% | -4% | · | -25 | -16% | 2%
O=C(Nc1ccc(F)cc1)c1ccc(-n2cnc3cccnc32)cc1
    · | -1% | · | ? | · | 23%
Cc1ccc(NC(=O)CCN2C(=O)c3cccc([N+](=O)[O-])c3C2=O)c(Br)c1
    -7% | 0% | 4% | 41 | -22% | -15%
CC(=O)Nc1ccc(NC(=O)c2ccc(-c3ccccc3Cl)o2)cc1
    -1% | -7% | · | -15 | -10% | ?
CN1CCN(CCCNCc2cn(CCC#N)c3ccccc23)CC1
    ? | ? | ? | 25 | -7% | -6%
O=C(N/N=C/c1ccc(Br)s1)c1ccccn1
    90%[activator] | 4% | 0% | 34 | -3% | -8%
O=C1CCSc2ccc(Cl)cc2N1Cc1cccc(Cl)c1
    -6% | 8% | -12% | 28 | 12% | -3%
CN(C)S(=O)(=O)c1ccc(N2CCCC2)c(C(=O)NCC2CCCCC2)c1
    3% | -15% | 6% | -39 | 13% | -1%
CC(C)(C)c1ccc(S(=O)(=O)NCc2ccc(C(=O)N3CCOCC3)cc2)cc1
    7% | 2% | 0% | -14 | 33% | -4%
CC(=O)CCS(=O)(=O)c1ccc(C)c(C)c1
    -5% | 50µM* | 13% | 5 | -3% | 0%
CN(C(=S)NC(=O)c1ccc(F)cc1)C1CCCCC1
    92%[activator] | 3% | · | 5 | -25% | 4%
Cn1cc(Cl)c(C(=O)Nc2nc3ccc(Cl)cc3s2)n1
    -7% | 3% | 5% | 125 | 0% | 2%

(list continues)
Each structure is followed by: AMA1-RON2 inh | Sm TGR block | FBPA Giardia inh | HCMV antiviral | AmpC inh no detg | AmpC inh detg
Cc1cccc(N2CCN(C(=O)C3CCN(c4nnc(-n5cccc5)s4)CC3)CC2C)c1 (stereo unspecified)
    -11% | -8% | -18% | -5 | 133%[activator] | -15%
Cc1cccc(N2CC(C(=O)NCc3ccco3)CC2=O)c1C (stereo unspecified)
    -4% | ? | · | -4 | -13% | -1%
CCCS(=O)(=O)N1CC(=O)N(c2cccc(Cl)c2)C(C)(C(=O)NC2CCCCC2)C1 (stereo unspecified)
    · | 0% | · | 0 | · | -3%
CCc1ccccc1NC(=O)NCc1ccc2c(c1)CCN2C(=O)c1ccccc1
    · | 0% | · | 23 | · | 1%
O=C(NCCc1ccccc1)c1ccc(Cl)nc1
    3% | -7% | 3% | 40 | -9% | ?
COc1cc(OC)c(C(=O)NCc2cccnc2)cc1OC
    -8% | 9% | 3% | 2 | -11% | 6%
CCOCCCn1c(=NC(C)=O)c(C#N)cc2c(=O)n3ccccc3nc21
    -20% | 0% | -1% | 20 | -2% | -6%
CCn1c(COc2cccc(OC)c2)nnc1SCC(=O)NC1CCCC1
    1% | 3% | -3% | 0 | 36% | -3%
CN(Cc1ccco1)C(=O)Cn1c(=O)oc2cc(S(=O)(=O)NCc3ccccc3)ccc21
    -1% | -24% | -1% | 65 | -56% | ?
COc1cccc(-c2c(C(=O)N/N=C(\C)c3ccc(Cl)s3)nnn2-c2nonc2N)c1
    52%[activator] | -6% | -9% | -6 | -57% | 2%
FC(F)(F)c1nnc2ccc(NCn3nnc4ccccc43)nn12
    0% | 7% | -1% | 36 | 0% | -1%
Cc1ccc(CS(=O)(=O)c2ccc(C(=O)N3CCN(c4ccccn4)CC3)cc2[N+](=O)[O-])cc1
    -6% | 32µM* | -6% | -91* | 5% | -6%
N=C(N)SCC1=CCS(=O)(=O)C1
    -4% | 6% | 3% | 7 | -19% | 4%
Cc1cc(C)n2nc(C(=O)OCC(=O)NCc3ccc(F)cc3)nc2n1
    -1% | · | · | 0 | -17% | ·
Cc1ccc2c(c1)c1ncn(CCC3=CCCCC3)c(=O)c1n2C
    -10% | 6% | -9% | 21 | -6% | 0%
COCc1nnc(NC(=O)c2c(-c3c(Cl)cccc3Cl)noc2C)s1
    -4% | 16% | -21% | -9 | -25% | 1%

2 entries from above, set out differently:
SMILES	AMA1-RON2 inh	Sm TGR block	FBPA Giardia inh	HCMV antiviral	AmpC inh no detg	AmpC inh detg
N=C(N)SCC1=CCS(=O)(=O)C1	-4%	6%	3%	7	-19%	4%
CCc1ccccc1NC(=O)NCc1ccc2c(c1)CCN2C(=O)c1ccccc1	·	0%	·	23	·	1%
